Assay outcomes from PubChem.
CRFR2-BP antag: CRF-BP/CRF-R2 complex antagonism. inhibition, % at 11.8 µM. AID 588475. HEK293 CRF-R2/CRF-BP, CRF-induced calcium fluorescence. 350,000 tested, 0.59% active;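 active means inhibition of the ligand-induced calcium signal above about 50% at the single tested concentration, limit read from the data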
MEKK3 PB1 HTS: raises or lowers MEK5 binding to the human MEKK3 PB1 domain; bead-based flow cytometry, Alexa488-MEK5 binding to MEKK3; actives lie on both sides; 0 = blocked by unlabeled MEK5, 100 = vehicle; 290,000 tested, 1.4% active; Q99759; AID 1529; binding response (% of control), % at 10 µM;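 active means binding response more than 3 SD above or below the average of its plate-row segment, actives on both sides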;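 further: Alexa488 bead fluorescence after subtracting the streptavidin-only scavenger bead signal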
IDE act: boosts human insulin-degrading enzyme activity in HEK cells | FAbeta-B cleavage, fluorescence polarization; 0% vehicle, 100% cell-free pure enzyme wells | activation, % at 5.96 µM | 340,000 tested, 0.073% active;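 active means activation above the mean of all tested compounds plus 3 SD, set per screening campaign, cut at about 17% in these data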
PHOSPHO1 inh: inhibitors of human PHOSPHO1 phosphatase | inhibition, % at 13.3 µM | 290,000 tested, 1.1% active | recombinant PHOSPHO1, absorbance phosphatase assay; in the data active means inhibition above about 60%
Target sequence (Q8TCT1 whole entry, looked up): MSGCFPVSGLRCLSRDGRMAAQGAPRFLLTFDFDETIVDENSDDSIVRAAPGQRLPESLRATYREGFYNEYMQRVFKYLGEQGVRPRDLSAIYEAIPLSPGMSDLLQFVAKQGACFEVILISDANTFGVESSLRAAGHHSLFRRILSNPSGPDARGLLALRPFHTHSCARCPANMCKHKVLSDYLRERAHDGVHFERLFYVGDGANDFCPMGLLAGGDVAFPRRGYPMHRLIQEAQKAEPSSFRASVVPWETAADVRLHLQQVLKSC
IDE cell inh: inhibitors of human insulin-degrading enzyme in cells | P14735 | HEK cells, FAbetaB cleavage, fluorescence polarization | inhibition, % at 5.59 µM | 320,000 tested, 0.41% active | AID 434962;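 active means percent inhibition above the average of all tested compounds plus 3 SD, set per screening campaign, cut at about 16% in these data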;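 further: IDE supplied by intact live HEK cells; FP after avidin binding of uncleaved biotin substrate so inhibition keeps polarization high; 0% = DMSO wells and 100% = 60 µM reference IDE inhibitor Ii1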
CHRM4 PAM: potentiates acetylcholine response at human M4 receptor; CHO-K1 hM4/Gqi5, Fluo-8 calcium fluorescence, ACh EC20; 0% = ACh EC20, 100% = maximal ACh; activation, % at 3 µM; 360,000 tested, 0.4% active; P08173;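 active means activation above its plate's cutoff, the mean activation of sample wells plus 3 SD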; further: some results filed as inactive read as strong as hits
Target sequence (P08173 whole entry, looked up): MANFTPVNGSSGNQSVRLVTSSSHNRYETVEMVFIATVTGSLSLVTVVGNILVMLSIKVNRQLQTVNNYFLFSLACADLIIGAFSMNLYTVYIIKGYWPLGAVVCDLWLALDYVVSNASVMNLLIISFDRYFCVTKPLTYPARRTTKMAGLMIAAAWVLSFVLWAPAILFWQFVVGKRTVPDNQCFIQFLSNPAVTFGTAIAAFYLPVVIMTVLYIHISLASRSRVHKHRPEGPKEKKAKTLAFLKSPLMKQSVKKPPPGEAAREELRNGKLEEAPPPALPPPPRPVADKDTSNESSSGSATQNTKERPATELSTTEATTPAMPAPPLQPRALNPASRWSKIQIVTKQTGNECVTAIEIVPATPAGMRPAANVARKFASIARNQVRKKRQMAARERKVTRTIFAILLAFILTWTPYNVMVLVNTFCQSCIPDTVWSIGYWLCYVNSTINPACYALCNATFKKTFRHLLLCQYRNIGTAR
p-CIP stab down: lowers stability of the mouse p/CIP coactivator protein; Q05BA5; decrease of EGFP signal, % at 10 µM; 290,000 tested, 0.01% active; F442A p/CIP-EGFP cells, EGFP fluorescence, 16 h;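 active means EGFP signal decrease of at least 30% at 10 µM or well 3 SD below plate mean, unless failing retest; inactive means the rest, including hits failing retest or dose response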; further: some compounds called inactive have numbers as strong as hits; many of its hits are not listed in these tables
CRFR2-BP ag: CRF-BP/CRF-R2 complex agonism. activation, % at 13.2 µM. HEK293 CRF-R2/CRF-BP, calcium dye fluorescence (FLIPR); percent of saturating CRF peptide response. 350,000 tested, 0.46% active;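 active means activation of at least 50%, plus an integration ratio under a set limit after plate pattern correction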;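 further: plate controls were neutral control wells without compound for no effect and CRF at EC100 for full effect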
GalR3 antagonist: antagonists of human GalR3; O60755; HEK293 GalR3-CNG cAMP membrane potential fluorescence; galR3 body fused to GalR1 C-terminus; inhibition, % at 3 µM; 360,000 tested, 0.44% active;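 active means inhibition above the screen-wide average plus 3 SD, cut at about 13% in these data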;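 further: forskolin and galanin both at EC90 stimulate the cells; cAMP rise reported by CNG channel membrane potential dye signal; 0% = forskolin plus galanin with DMSO and 100% = forskolin alone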
Target sequence (O60755 1-299 limits assumed): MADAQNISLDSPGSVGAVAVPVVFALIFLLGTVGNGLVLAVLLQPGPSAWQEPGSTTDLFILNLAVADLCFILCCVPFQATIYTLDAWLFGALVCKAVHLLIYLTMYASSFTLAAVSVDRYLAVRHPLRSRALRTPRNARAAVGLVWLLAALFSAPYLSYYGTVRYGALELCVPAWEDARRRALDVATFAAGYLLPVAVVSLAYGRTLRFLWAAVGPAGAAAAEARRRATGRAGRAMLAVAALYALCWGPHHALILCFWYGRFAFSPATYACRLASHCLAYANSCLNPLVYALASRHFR
Active calls of the source: *; / = no result given.

SMILES	CRFR2-BP antag	MEKK3 PB1 HTS	IDE act	PHOSPHO1 inh	IDE cell inh	CHRM4 PAM	p-CIP stab down	CRFR2-BP ag	GalR3 antagonist
CCn1cc(CNC(=O)C2CCC(=O)N(Cc3ccc(Cl)cc3)C2)cn1 (stereo unspecified)	6.9	101.0	2.7	22.6	4.5	1.8	-12.7	2.9	1.2
C[C@H](CO)N1C[C@H](C)[C@@H](CN(C)Cc2ccncc2)Oc2ccc(NC(=O)Cn3cnnn3)cc2C1=O	1.4	/	4.2	/	-3.2	9.8	/	-0.8	-9.5
CN(C)CCCN1C(=O)C(O)=C(C(=O)c2cc3ccccc3o2)C1c1ccccc1 (stereo unspecified)	-10.5	/	2.6	26.0	2.1	-3.5	2.6	4.6	-0.6
CCC/C=N/NC(=O)c1[nH]c2c([N+](=O)[O-])cccc2c1C	-3.5	97.0	2.6	-81.0	-3.3	5.7	-4.4	0.2	-0.9
O=c1c2ccc(F)cc2sn1-c1ccccc1	15.3	/	/	/	/	-6.4	/	23.5	-0.8
COc1ccc(NS(=O)(=O)c2ccc(F)c(F)c2F)cc1S(=O)(=O)N1CCOCC1	6.7	/	1.4	/	1.2	3.7	/	0.3	-5.1
O=[N+]([O-])c1ncc(Br)cc1Nc1ccccc1	17.9	/	2.4	/	3.4	-5.3	/	-4.4	1.2
COc1ccc(-c2noc(CCC(=O)NCCCN3CCC(Cc4ccccc4)CC3)n2)cc1	-14.1	105.0	-2.3	20.1	2.5	-11.3	2.9	-1.4	76.3*
C=C(C)C1Cc2nc(N)nc(C)c2C1 (stereo unspecified)	-13.2	101.0	-1.6	44.7	-1.7	1.8	-3.6	-0.3	-2.5
CCOC(=O)NN=C1CN(S(=O)(=O)c2ccc(C)cc2)C1	0.1	101.0	-1.6	-35.9	-0.4	-8.8	-7.2	-0.8	-11.4
CCOC(=O)C1CCN(C(=O)C23CC4CC(CC(C4)C2)C3)CC1	-30.5	106.0	-0.2	-5.2	4.8	11.8	-5.0	2.8	-3.7
O=C(N/N=C/c1cccs1)c1ccc2ncccc2c1	-1.1	94.0	-0.5	42.1	-4.2	4.6	7.7	-0.8	-0.6
COc1cccc(CNS(=O)(=O)c2cc3c4c(c2)CCN4C(=O)CC3)c1	7.5	/	7.2	/	-12.8	13.5	/	2.0	-2.0
O=c1[nH]c(CN2CCN(S(=O)(=O)c3ccc4c(c3)OCCO4)CC2)nc2sc3c(c12)CCCC3	-11.1	104.0	-4.3	-4.5	5.0	-2.0	-9.9	-0.5	-2.2
Cc1cccc(CC(=O)Nc2c3c(nn2-c2cccc(Cl)c2)CS(=O)C3)c1 (stereo unspecified)	-3.2	107.0	0.8	-13.3	1.8	-8.0	-6.0	-1.3	-5.6
O=S(=O)(/N=C(/Nc1cccc2ccccc12)c1ccccc1)c1ccccc1	3.3	99.0	4.4	4.1	2.8	-6.8	8.3	-1.6	-9.9
C#CCOCCOCCOCCNc1nc(N2CCN(C(=O)[C@H](CCC(=O)O)n3cc(C(N)CO)nn3)CC2)nc(N2CCN(C(=O)[C@H](Cc3ccc(O)cc3)n3cc(C(N)[C@H](C)CC)nn3)CC2)n1 (stereo partly specified)	7.2	90.0	/	19.8	2.0	/	12.6	0.2	-5.5
NC(=O)c1ccccc1NC(=S)NC(=O)CCc1ccccc1	-1.3	115.0	2.5	-14.7	-5.4	3.9	7.9	-1.7	1.4
O=C(NCCSc1c[nH]c2ccccc12)c1ccco1	9.1	98.0	1.4	-9.0	1.0	4.5	-15.6	-5.2	/
O=[N+]([O-])c1ccc(-c2nnc3n2CCCCC3)cc1	11.3	107.0	-1.1	23.3	3.0	-3.2	-3.7	-1.5	-8.0
Nc1ccc2oc(-c3ccc4nc[nH]c4c3)nc2c1	-13.0	105.0	3.8	-4.2	-1.0	-1.2	-7.1	0.3	6.7
CCN(C(=O)COC(=O)CC(C)c1ccccc1)c1c(N)n(Cc2ccccc2)c(=O)[nH]c1=O (stereo unspecified)	4.1	/	1.4	/	2.9	15.3	/	0.2	-4.3
NC(=O)c1ccsc1NC(=O)c1ccco1	2.6	113.0	1.1	-11.3	2.1	2.2	2.9	-0.3	-4.6
CCN(C(=O)C(C)Sc1ccc(S(=O)(=O)N2CCOCC2)cn1)c1ccccc1 (stereo unspecified)	5.8	/	0.9	/	2.9	4.6	/	-2.2	-4.6
COc1ccc(OC)c(/C=C/C(=O)c2ccc(Cl)cc2)c1	16.8	106.0	3.9	5.5	7.6	-7.6	0.1	16.9	-2.4
SMILES	CRFR2-BP antag	MEKK3 PB1 HTS	IDE act	PHOSPHO1 inh	IDE cell inh	CHRM4 PAM	p-CIP stab down	CRFR2-BP ag	GalR3 antagonist
O=c1[nH]nc(SCCS(=O)(=O)c2ccc(F)cc2)n1-c1ccc2c(c1)OCCO2	-15.8	88.0	3.0	47.4	2.2	-0.2	4.8	4.5	2.5
CCNC(=S)NNC(=O)Cn1c(=O)c2c(ncn2CCOC)n(Cc2ccccc2)c1=O	-5.6	102.0	1.0	-6.5	3.5	0.3	-9.6	3.7	-0.5
COC(=O)C1=CN(C2CC2)C=C(C(=O)OC)C1c1ccccc1OC	5.4	98.0	5.7	-0.3	-0.3	10.1	-10.1	-1.5	-7.8
C#CCn1c(O)c(N=NC(=O)CNC(=O)c2cccnc2)c2ccccc21	-9.5	101.0	6.1	1.8	-1.8	7.6	8.3	0.1	-7.3
COc1cc(CNC(=O)C2CCCN2S(=O)(=O)c2ccccc2)cc(OC)c1OC (stereo unspecified)	-12.4	104.0	0.8	56.2	1.6	-2.6	1.1	-0.6	5.0
CNC(=O)c1ccc(NC(=O)CCc2c(C)noc2C)cc1	-8.1	/	2.9	/	6.7	0.2	/	7.0	0.4
Cc1ccc(S(=O)(=O)N2CCOCC2)cc1NC(=O)COC(=O)c1ccc(Br)o1	-2.7	/	-2.8	/	/	-4.0	/	1.3	-2.3
CN1CCN(S(=O)(=O)c2cccc(C(=O)N(Cc3nnc(-c4ccc(Cl)cc4)o3)C3CC3)c2)CC1	-15.9	/	0.5	/	-5.7	3.3	/	-0.4	-2.2
Cc1ccc(N(CC(=O)NCc2ccc(F)cc2)C(=O)c2snc(C(N)=O)c2N)cc1C	-42.4	88.0	2.8	23.0	0.6	-4.9	-5.7	-1.6	-10.8
CCC(C)NC(=O)c1cn(C)c(=O)c2cc(OC)c(OC)cc12 (stereo unspecified)	-11.8	100.0	-2.2	5.5	-1.1	-0.7	0.1	-0.4	-6.2
CC(NCC(c1ccco1)N1CCCCC1)C(=O)NC1CCCC1 (stereo unspecified)	9.6	100.0	2.8	40.1	7.9	3.2	-8.8	4.2	-1.9
O=C(CN1CCOc2ccccc21)NC1CCN(Cc2ccccc2)CC1	-7.0	97.0	2.9	10.8	0.9	-2.0	3.3	3.2	6.8
Cc1nn(-c2ccccc2)c(C)c1CN(C)C(=O)c1ccc(S(=O)(=O)NCc2ccco2)cc1	5.1	/	2.8	/	-3.1	7.5	/	-1.2	-7.4
Cc1ccc(NCc2nnc(SCC(=O)Nc3ncc(C)s3)n2Cc2ccco2)c(C)c1	-11.3	94.0	8.0	73.2*	7.5	5.0	-5.9	-2.0	-6.5
Nc1nc(-c2ccc3c(c2)NC(=O)CO3)cs1	15.3	/	8.4	21.5	2.3	2.1	-4.3	1.9	-1.3
Cc1noc(C)c1Cn1nc(C(=O)O)c2ccccc2c1=O	12.1	102.0	4.3	-33.4	0.2	-2.9	7.8	-2.5	19.2*
Cc1ccc(Sc2ncnc3onc(C)c23)c(C)c1	11.0	102.0	2.6	17.9	/	2.2	13.2	0.5	-5.6
CC(C)CC1NC(=O)N(CC(=O)N2CCN(S(=O)(=O)c3ccc4ccccc4c3)CC2)C1=O (stereo unspecified)	0.1	109.0	2.6	20.8	-0.6	24.6	14.5	0.5	0.2
CCOC(=O)N1CCN=C1SCc1ccc(Cl)c(Cl)c1	3.1	123.0	5.7	32.0	0.1	6.3	-6.3	1.6	-4.9
NC(=O)CSc1nnc(Cc2cccs2)n1C1CCCCC1	-2.4	96.0	-0.5	6.1	-2.5	-0.1	-3.4	-2.6	-2.5
C=CCc1cccc2cc(C(=O)NC3CCCC3)c(=O)oc12	-54.5	106.0	2.7	21.5	2.3	-4.6	2.1	-2.6	-5.8
C[C@H](O)[C@@H]1C(=O)N2CCc3ccc(N4CCOCC4)cc3[C@@H]2C[C@@H]1N(C)C(=O)Nc1ccccc1	-3.5	/	-0.8	/	/	4.9	/	-2.9	-7.1
Cc1ccc(N(CCC#N)C(=O)CCl)cc1C	-14.2	94.0	2.3	-5.2	4.0	0.4	-9.6	0.9	-2.1
COc1ccccc1N(CC(=O)Nc1cc(C)on1)S(=O)(=O)c1ccc(Cl)cc1	1.8	101.0	0.2	-3.8	-4.5	1.2	-0.4	-0.6	-6.9
CCOC(=O)c1cnn(CCOC(=O)c2ccc(F)cc2)c1NC(=O)c1ccc(F)cc1	-17.0	93.0	3.8	3.2	-3.2	16.5	7.5	-2.3	-2.5

Filtered by structure, the entries above containing bromine
SMILES	CRFR2-BP antag	MEKK3 PB1 HTS	IDE act	PHOSPHO1 inh	IDE cell inh	CHRM4 PAM	p-CIP stab down	CRFR2-BP ag	GalR3 antagonist
O=[N+]([O-])c1ncc(Br)cc1Nc1ccccc1	17.9	/	2.4	/	3.4	-5.3	/	-4.4	1.2
Cc1ccc(S(=O)(=O)N2CCOCC2)cc1NC(=O)COC(=O)c1ccc(Br)o1	-2.7	/	-2.8	/	/	-4.0	/	1.3	-2.3

Continuation.
SMILES	CRFR2-BP antag	MEKK3 PB1 HTS	IDE act	PHOSPHO1 inh	IDE cell inh	CHRM4 PAM	p-CIP stab down	CRFR2-BP ag	GalR3 antagonist
O=C(CN(CCc1ccccc1)C(=O)c1csnn1)NCc1ccc(F)cc1	-10.7	104.0	3.8	2.2	12.5	-4.3	-5.3	-0.7	-1.9
CCOC(=O)c1ccccc1NC(=O)COC(=O)C1CC(=O)N(CCc2ccccc2)C1 (stereo unspecified)	12.9	/	-0.3	/	4.2	-4.0	/	-0.4	-5.0
COc1ccc(C(=O)NC(C(=O)N2CCc3ccccc32)C(C)C)cc1 (stereo unspecified)	-10.3	100.0	-1.2	7.2	0.5	-4.0	-8.4	-0.5	-11.3
CN(C)C(=O)N1CCN(C(=O)N(C)C)CC1	-0.1	101.0	0.1	-3.5	2.0	-6.8	-1.9	-0.5	-4.8
N#Cc1ccc(Oc2ccc(S(=O)(=O)N3CCOCC3)cn2)cc1	4.2	/	-2.6	/	-0.4	-4.1	/	0.5	-5.0
COc1ccccc1CCNC(=O)CCn1c(=O)oc2ccccc21	-4.2	108.0	4.5	26.2	-2.7	2.9	-9.1	1.2	/
COc1cccc(CC(=O)Nc2nc(-c3ccc(OC)c(OC)c3)cs2)c1	6.4	103.0	0.0	15.1	0.3	-12.5	-6.2	-0.3	-8.6
CCc1nnc(NS(=O)(=O)c2ccc(NC(=O)c3ccccc3)cc2)s1	-1.5	99.0	2.0	28.5	2.7	1.9	-2.4	0.1	-3.4
COc1ccc(-n2nnnc2-c2cccnc2)cc1	-12.2	100.0	-3.9	23.8	-4.3	-5.3	-11.9	3.4	6.6
COc1cc([N+](=O)[O-])ccc1NC(=O)Nc1nc2c(s1)CCCC2	-73.2	99.0	3.3	-13.9	-2.2	-8.5	-8.3	-2.8	-1.4
Cc1ccc(OCC(=O)OCC(=O)Nc2sccc2C(N)=O)cc1C	8.9	101.0	7.1	-13.9	6.2	-11.2	5.8	-2.3	27.4*
